K1F lysis inhibition: protection from phage-mediated lysis, alamar blue read-out – E. coli UTI89, K1F phage, bacterial capsule biogenesis inhibitors (AID 488966); E. coli UTI89 K1F phage lysis, alamar blue, 2 h; higher % means a stronger effect; inhibition, % at 100 µM; hits with a dose series show IC50 in µM; actives 0.02% (n = 340,000);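 active = phage lysis inhibition, versus mean bacterial control, above a set limit; inconclusive = no clear call, values can overlap the other calls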;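 also: capsule biogenesis inhibitors block K1F phage lysis so surviving cells raise fluorescence; higher fluorescence means more inhibition of phage lysis; actives were called in the ten point dose series up to 300 µM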
Myeloid diff 2: compounds promoting myeloid differentiation | ER-HoxA9 myeloid progenitors, lysozyme-GFP differentiation, flow cytometry | calls only at 10 µM | actives 1% (n = 360,000) | AID 624256;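 active = normalized GFP-positive differentiation at or above the plate's own cutoff, the solvent-only control mean plus 3 SD; inconclusive = no clear call, values can overlap the other calls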;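 also: cells exposed to compound for four days before flow analysis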
Myeloid diff 2 GFP+ MAC1+ %: also measured in Myeloid diff 2; calls as there; GFP+ MAC1+ double positive, %; measured here: differentiation confirmed by MAC1 staining
Numbers without * were called inactive; i = inactive; ? = inconclusive; · = not tested or not shown; + = active, no number; [ ] = dose if it differs, or a comment. An excerpt; the hit share may differ from the screen's.

Every second line gives: K1F lysis inhibition, Myeloid diff 2, Myeloid diff 2 GFP+ MAC1+ %
- CCN1CCN(S(=O)(=O)c2ccc(Cl)c(C(=O)NC(C)c3ccccc3Cl)c2)CC1 (stereo unspecified)
    -0.4%[50 µM], i, 0.7
- CCN(CC(=O)Nc1c(F)cccc1F)C(=O)CSc1nc2ccccc2o1
    1.1%[50 µM], i, 0.3
- COc1ccccc1N(C)S(=O)(=O)c1ccc(Cl)c(C(=O)Nc2ccccc2N2CCOCC2)c1
    0.0%[50 µM], i, 1.3
- O=C(NCc1ccccc1)c1onc(CSc2ccc(F)cc2)c1C(=O)NCc1ccccc1
    0.6%, i, 0.8
- CCN1CCN(c2ccc(S(=O)(=O)N3CCCCC3)cc2NC(=O)c2cccc(C)c2)CC1
    1.6%[50 µM], i, 1.1
- O=C(CSc1nc2[nH]ncc2c(=O)[nH]1)Nc1ccccc1C(F)(F)F
    8.7%, i, 0.2
- CC(C)[C@H](NC(=O)[C@H](Cc1ccccc1)n1c(=O)[nH]c2ccccc2c1=O)C(=O)N1CCC[C@@H]1C(=O)O
    3.1%, i, 2.1
- COc1cc(C(=O)NCC(c2cccs2)N2CCOCC2)cc(OC)c1OC (stereo unspecified)
    -0.2%[50 µM], i, 1.0
- COc1ccc(CN(C)C[C@H]2Oc3c(NC(=O)Nc4ccccc4)cccc3C(=O)N([C@H](C)CO)C[C@@H]2C)cc1
    1.4%, i, 0.3
- COc1cc(S(=O)(=O)Nc2ccc3c(c2)C(=O)N(C)C3=O)ccc1NC(C)=O
    -0.5%, i, 0.6
- O=C(O)C(c1cccs1)C1(O)CCCCC1 (stereo unspecified)
    -3.1%, i, 0.4
- O=C(COc1ccccc1Cl)NNC(=O)c1ccc2c(=O)n3c(nc2c1)CCC3
    0.8%[50 µM], i, 0.9
- COc1cccc(NC(=O)C(OC(=O)c2cnc(C)cn2)c2ccccc2)c1 (stereo unspecified)
    1.4%[50 µM], i, 1.5
- COc1ccc2[nH]c3c(c2c1)CCN1C(=O)C(CC(=O)NC(C)(C)C)C[C@H](C(=O)N(C(C)C)C(C)C)[C@@]31C (stereo partly specified)
    0.3%, i, 0.7
- Cc1onc(-c2ccccc2)c1C(=O)Nc1ccc(NC(=O)c2c(-c3ccccc3)noc2C)cc1
    -0.7%, i, 1.0
- COc1ccc(-c2oc3ccccc3c2C(=O)OCc2ccc(O)cc2)cc1
    1.4%, i, 1.4
- COc1ccc(S(=O)(=O)NNC(=O)Cc2csc(C)n2)cc1[N+](=O)[O-]
    1.1%[50 µM], i, 0.6
- Cc1ccccc1-c1nnn(CC(=O)N(C)CC(=O)Nc2ccccc2C(F)(F)F)n1
    0.5%[50 µM], i, 0.3
- COc1cccc(S(=O)(=O)NC2CCN(C#N)C2)c1 (stereo unspecified)
    2.0%, i, 0.9
- COc1ccc(NC(=O)c2cc(F)cc(F)c2)cc1S(=O)(=O)N1CCCCC1
    1.4%, i, 2.7
- CC(OC(=O)c1ccc(OCC2CCCO2)cc1)C(=O)N(C)Cc1ccccc1 (stereo unspecified)
    1.2%[50 µM], i, 0.6
- Cc1ccc(NC(=O)C(C)OC(=O)c2n[nH]c3ccccc23)cc1 (stereo unspecified)
    0.5%[50 µM], i, 0.3
- CC(C)(C)N(Cc1ccccc1)C(=O)COC(=O)c1ccc([N+](=O)[O-])o1
    -2.1%[50 µM], i, 0.8
- O=C(CSc1nnc(-c2cccnc2)o1)Nc1ccccc1F
    0.8%[50 µM], i, 0.7
- O=C(Nc1ccccc1N1CCCCC1)c1cccc(Cl)c1
    0.1%, i, 0.7
- CCNC(=S)Nc1ccc(Oc2ccccc2)cc1
    1.0%, i, 0.3
- O=C(COC(=O)CCN=C1NS(=O)(=O)c2ccccc21)NNC(=O)c1ccccc1
    0.9%[50 µM], i, 0.5
- CCOc1ccc(NC(=S)N2CCC(C(=O)c3ccc(F)cc3)CC2)cc1
    0.4%, i, 0.6
- c1ccc(CNc2ccc(N3CCOCC3)cc2)cc1
    0.5%, i, 0.4
- CCCn1nc(C(=O)NC2CC2)c2ccccc2c1=O
    0.5%[50 µM], i, 0.3
- CC(=O)Nc1ccc(S(=O)(=O)NCCC(=O)NNC(=O)c2ccncc2)cc1
    0.5%[50 µM], i, 0.5
- COc1ccccc1/C=C(\C#N)C(=O)c1cccn1C
    0.3%, i, 0.2
- COc1ccc(OC)c(NC(=O)C(C)SCc2nc3sc(C)c(C)c3c(=O)[nH]2)c1 (stereo unspecified)
    -0.1%[50 µM], i, 1.6
- Cc1cccc(C)c1NC(=O)CN1CCN(CC(=O)NCC2(N3CCCCC3)CCCCC2)CC1
    0.5%[50 µM], i, 0.6
- COc1ccc(C(=O)NCC2CCCCC2)cc1S(=O)(=O)N1CCCC1
    -0.1%[50 µM], i, 1.3
- CC(C)=CCOc1c2ccoc2c(OCC=C(C)C)c2oc(=O)ccc12
    2.7%, i, 2.9
- O=C(O)CCCN1C(=O)c2cccc3cccc(c23)C1=O
    0.2%, i, 0.5
- O=C(Nc1cccc(-c2nc3ncccc3o2)c1)c1ccc2c(c1)OCO2
    3.7%, i, 1.0
- CSc1ccccc1C(=O)OCC(=O)NCCN1C(=O)CSC1=O
    0.3%[50 µM], i, 0.5
- O=C(OCC(=O)N1CCc2ccccc21)c1ccc(Br)o1
    0.3%[50 µM], i, 0.4
- COc1ccc(NC(=O)COC(=O)CC2Sc3ccccc3NC2=O)cc1 (stereo unspecified)
    1.3%[50 µM], i, 0.4
- CCOc1ccc(S(=O)(=O)N2CCC(C(=O)Nc3ccc(C)c(S(=O)(=O)N4CCOCC4)c3)CC2)cc1
    1.0%[50 µM], +, 2.1*
- C=CCn1c(SCC(=O)NC(=O)Cc2ccccc2)nnc1-c1ccccc1F
    1.2%, i, 0.4
- CC1CCCCC1NC(=O)Cn1cnc2c1c(=O)n(C)c(=O)n2C (stereo unspecified)
    1.4%[50 µM], i, 0.2
- CCC(=O)N(c1nnc(SCC(=O)NN2C(=O)NC3(CCCCC3)C2=O)s1)C1CC1
    1.1%[50 µM], i, 0.9
- CCN(CC)CCn1c(NS(=O)(=O)c2ccc(C)cc2)nc2ccccc21
    0.2%[50 µM], i, 1.4
- O=C1OCCN1C(=O)[C@H]1[C@H](c2ccc(Cl)cc2)C(c2ccccc2)=NN1c1ccccc1
    0.2%, i, 0.7
- CCOc1ccccc1NC(=O)COC(=O)c1c[nH]c2ccccc12
    1.9%[50 µM], i, 0.4
- COc1ccccc1CNC(=O)c1ccc(Cl)c(S(=O)(=O)N2CCCC2)c1
    -0.1%[50 µM], i, 0.4
- COc1cccc2cc(C(=O)OCC(=O)NC3CCCC(C)C3C)c(=O)oc12 (stereo unspecified)
    -2.3%, i, 0.5
- CCN(CC)CCCC(C)Nc1nccc2c(Cl)cccc12 (stereo unspecified)
    i, i, 1.1
- Cn1cc(C(=O)C(=O)NC2CC2)c2ccccc21
    9.9%, i, 0.4
- CCCCN1C(=O)C(=O)N(CC(=O)c2ccc3c(c2)CCCC3)C1=O
    0.6%[50 µM], i, 0.3
- CN(C(=O)COC(=O)CSc1cc(Cl)ccc1Cl)c1c(N)n(Cc2ccccc2)c(=O)[nH]c1=O
    0.7%[50 µM], i, 0.3
- O=C(Nc1cc2c(cc1Cl)-c1ccc([N+](=O)[O-])cc1C2=NO)C(F)(F)F
    0.0%, i, 0.8
- O=C(CCNS(=O)(=O)c1ccc2nsnc2c1)N1CCN(c2ccncc2)CC1
    -1.4%, i, 0.5
- Cc1cc(OCC(=O)Nc2nnc(C3CC3)s2)ccc1C(C)C
    1.5%[50 µM], i, 0.8
- O=C(NCC(c1ccco1)N1CCN(c2ccccc2)CC1)C(=O)NC1CCCC1 (stereo unspecified)
    1.3%[50 µM], i, 1.2
- O=S(=O)(c1ccccc1Br)N(CC(O)COCc1ccccc1)C1CC1 (stereo unspecified)
    -0.2%, i, 2.4
- O=C(NCC(c1ccco1)N1CCCC1)c1ccc(S(=O)(=O)Nc2ccc(F)cc2)cc1 (stereo unspecified)
    -0.1%[50 µM], i, 0.2

An excerpt of these results, comma-delimited.
Compound,K1F lysis inhibition,Myeloid diff 2,Myeloid diff 2 GFP+ MAC1+ %
O=C(Nc1cccc(-c2nc3ncccc3o2)c1)c1ccc2c(c1)OCO2,3.7%,i,1.0
CSc1ccccc1C(=O)OCC(=O)NCCN1C(=O)CSC1=O,0.3%[50 µM],i,0.5

6 compounds already listed, sorted by the value under Myeloid diff 2 GFP+ MAC1+ %, lowest first.
compound,Myeloid diff 2 GFP+ MAC1+ %
O=C(NCC(c1ccco1)N1CCCC1)c1ccc(S(=O)(=O)Nc2ccc(F)cc2)cc1 (stereo unspecified),0.2
CN(C(=O)COC(=O)CSc1cc(Cl)ccc1Cl)c1c(N)n(Cc2ccccc2)c(=O)[nH]c1=O,0.3
CSc1ccccc1C(=O)OCC(=O)NCCN1C(=O)CSC1=O,0.5
O=C(Nc1cc2c(cc1Cl)-c1ccc([N+](=O)[O-])cc1C2=NO)C(F)(F)F,0.8
CCN(CC)CCn1c(NS(=O)(=O)c2ccc(C)cc2)nc2ccccc21,1.4
O=S(=O)(c1ccccc1Br)N(CC(O)COCc1ccccc1)C1CC1 (stereo unspecified),2.4

Next compounds.
Every second line gives: K1F lysis inhibition, Myeloid diff 2, Myeloid diff 2 GFP+ MAC1+ %
- CCN(c1ccccc1)S(=O)(=O)c1ccc(Cl)c(NC(=O)CNCc2ccccc2OC)c1
    2.3%, i, 0.6
- CCOC(=O)C1=C(CC)Nc2ccccc2N/C1=N\S(=O)(=O)c1cccc(C(C)=O)c1
    0.8%[50 µM], i, 0.3
- CC(=O)c1ccccc1NC(=O)C1CC(=O)N(c2ccc3c(c2)OCCO3)C1 (stereo unspecified)
    0.6%[50 µM], i, 0.6
- Nc1nc(SCC(=O)Nc2cc(Cl)ccc2Cl)n[nH]1
    -4.3%, i, 0.8
- CCOc1ccc(NC(=O)CSc2nnnn2C2CC2)cc1S(=O)(=O)N1CCCC1
    1.0%[50 µM], i, 1.4
- COc1cc(OC)cc(C(=O)NCC(=O)OCc2ccc(Cl)c(Cl)c2)c1
    0.8%[50 µM], i, 1.2
- NS(=O)(=O)c1ccc(OC(=O)CNC(=O)OCc2ccccc2)cc1
    3.5%, i, 0.8
- O=C(NCCCN1CCCC1=O)c1cccc(S(=O)(=O)N2CCCCC2)c1
    0.3%[50 µM], i, 0.7
- COc1ccc(C(=O)OCC(=O)c2ccc3c(c2)NC(=O)CO3)cc1S(=O)(=O)N1CCOCC1
    -3.1%, i, 1.9
- COC(=O)c1c(-c2cc(OC)cc(OC)c2)sc2ccc(OC)cc12
    0.1%, i, 2.6
- COc1cccc(CN(C)C(=O)Cc2ccc(OC)c(S(=O)(=O)N3CCOCC3)c2)c1
    2.0%[50 µM], i, 0.7
- CSc1ncccc1C(=O)N1CCN(S(=O)(=O)c2ccc3ccccc3c2)CC1
    0.1%[50 µM], i, 0.5
- CC1Sc2ccc(C(=O)N3CCCC(C(F)(F)F)C3)cc2NC1=O (stereo unspecified)
    0.3%[50 µM], i, 0.4
- Cc1cc(F)ccc1S(=O)(=O)N(CC(=O)N1CCOCC1)CC(=O)N1CCOCC1
    1.1%, i, 0.3
- CCOc1ccc(CCN2C(=O)C3C4CCC(O4)C3C2=O)cc1OCC (stereo unspecified)
    0.7%[50 µM], i, 1.8
- CCC(C)c1nc2ccsc2c(N2CCOC2=O)c1-c1ccccc1 (stereo unspecified)
    -0.3%, i, 0.8
- CC1CCN(c2ccc(NC(=O)c3ccc([N+](=O)[O-])o3)cc2)CC1
    -2.7%[50 µM], ?, ·
- O=C(COC(=O)c1cccc(OC(F)F)c1)Nc1ncccn1
    0.8%, i, 1.2
- CCCCC1CCC(C(=O)Nc2ccccc2N2CCOCC2)CC1 (stereo unspecified)
    0.5%[50 µM], i, 0.6
- CCN1CCN(C(=O)c2ccc(S(=O)(=O)Nc3ccccc3)cc2)CC1
    0.7%[50 µM], i, 0.4
- O=C(COc1ccc2cc(Br)ccc2c1)N1CCOCC1
    1.1%[50 µM], i, 1.8
- Cc1cc(OCC(=O)OCC(=O)N2CCc3ccccc32)ccc1Cl
    -0.3%[50 µM], i, 1.4
- COc1ccc(NC(=O)NS(=O)(=O)c2ccc(C)cc2)cc1OC
    0.2%[50 µM], i, 1.3
- CN(C)CCOc1ccc(-c2c(-c3ccccc3)sc3ccccc23)cc1
    -20%, ?, ·
- O=C(COC(=O)c1cc(Cl)ccc1O)NNC(=O)c1ccc([N+](=O)[O-])cc1
    1.1%[50 µM], i, 0.6
- Cc1ccccc1OCC(=O)Nc1nnc(C2CC2)s1
    0.8%[50 µM], i, 0.8
- Cc1ccc(S(=O)(=O)N2CCOCC2)cc1NC(=O)COC(=O)c1cnc(Cl)c(Cl)c1
    0.5%[50 µM], i, 0.5
- O=C(COc1ccc(-n2cnnn2)cc1)Nc1cc(Cl)cc(Cl)c1
    -0.5%[50 µM], ?, ·
- Cc1ccc(NC(=O)CSCC(=O)Nc2cc(S(=O)(=O)N3CCOCC3)ccc2OC(C)C)cc1
    -0.2%, i, 0.8
- COc1ccc(OCCCC(=O)N(CCC2=CCCCC2)c2c(N)n(Cc3ccccc3)c(=O)[nH]c2=O)cc1
    0.1%[50 µM], i, 1.2
- COc1ccc(S(=O)(=O)N2CCCCC2)cc1NC(=O)C1COc2ccccc2O1 (stereo unspecified)
    1.3%[50 µM], i, 1.1
- COc1ccccc1C(CNC(=O)c1ccc(OCc2c(C)noc2C)cc1)N1CCCC1 (stereo unspecified)
    -0.1%[50 µM], i, 0.8
- COc1ccc2[nH]c3c(c2c1)CCN1C(=O)N([C@@H](C)C(=O)NC2CCCC2)C(=O)[C@]31C
    1.5%, i, 5.2

High-throughput results as filed in PubChem.
